Compound activity as filed in PubChem BioAssay.
TWEAK Fn14 block: blocks TWEAK-Fn14 interaction in a reporter cell assay; TWEAK-stimulated Fn14 reporter cells, luciferase luminescence, 8 h; 360,000 compounds, 2% hits; inhibition, % at 10 µM; AID 1159606; in the data active means inhibition above about 50%
Peg3 promoter: inhibitors of Peg3 promoter. 360,000 compounds, 1.7% hits. HeLa PEG-Prom luciferase reporter, luminescence, overnight. AID 588405. inhibition, % at 20 µM;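 active means inhibition of at least 50% at 20 µM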
Shn3 3UTR inh: Schnurri-3 reporter inhibition in Clone20 osteoblasts | inhibition, % at 12.5 µM | 360,000 compounds, 0.52% hits | AID 588674 | Clone20 osteoblast Shn3 3'UTR firefly luciferase, 24 h;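 active means mean inhibition of at least 75% with every replicate also reaching 75%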;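 further: 0% = median of neutral control wells and 100% = pilot-screen positive control compound; some compounds past the cut are filed as inactive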
aDG glyco up: alpha-DG glycosylation activation; 360,000 compounds, 0.22% hits; Pro5-aDG cells, alpha-DG glycosylation AlphaScreen (IIH6); 0% Pro5, 100% B10-LARGE cell signal; activation, % at 10 µM;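 active means activation of at least 8% versus controls, or a plate z-score of at least 8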;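 further: Pro5 are CHO cells carrying HIG-tagged alpha-DG that lacks glycosylation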
NR2E3 ag-1: agonists of human nuclear receptor NR2E3; Q9Y5X4; GST-NR2E3/biotin-RetCOR TR-FRET, 1536-well; inhibition of corepressor binding, % at 4.78 µM; 320,000 compounds, 0.12% hits; AID 2300;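 active means percent inhibition above the cutoff of mean plus 3 SD of all tested compounds, set per screening campaign, cut at about 20% in these data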;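 further: 0% = DMSO wells and 100% = biotin wells as full block of FRET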
Target sequence (Q9Y5X4 whole entry, looked up): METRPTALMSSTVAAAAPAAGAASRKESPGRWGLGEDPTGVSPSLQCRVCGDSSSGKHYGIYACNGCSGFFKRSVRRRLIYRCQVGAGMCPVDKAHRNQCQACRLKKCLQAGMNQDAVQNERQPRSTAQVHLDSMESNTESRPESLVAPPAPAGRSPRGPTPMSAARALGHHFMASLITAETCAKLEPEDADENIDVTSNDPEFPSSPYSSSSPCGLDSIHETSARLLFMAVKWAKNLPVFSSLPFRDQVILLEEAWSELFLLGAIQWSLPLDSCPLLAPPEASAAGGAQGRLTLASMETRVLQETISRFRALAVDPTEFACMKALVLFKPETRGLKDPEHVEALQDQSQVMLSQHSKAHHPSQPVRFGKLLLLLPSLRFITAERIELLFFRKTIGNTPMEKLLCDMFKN
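system = GST-tagged NR2E3 plus biotinylated RetCOR corepressor | input = 1.35 nM GST-NR2E3 | also added = 7 nM biotin-RetCOR | schedule = 5 h incubation at 4 °C | measured by = TR-FRET with europium anti-GST and streptavidin-D2, 340 nm excitation | read-out = percent loss of FRET ratio relative to control wells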
NR2E3 ag-2: human photoreceptor-specific nuclear receptor agonism; CHO-S Gal4-NCOR/VP16-NR2E3 two-hybrid, luciferase; inhibition of corepressor binding, % at 3.98 µM; 360,000 compounds, 0.35% hits; AID 602229;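 active means inhibition above the mean of all tested compounds plus 3 SD, cut at about 70% in these data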;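 further: 0% = DMSO with NR2E3 transfected cells and 100% = cells lacking NR2E3 construct; higher means lower luciferase signal from less NR2E3 corepressor binding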
iPSC survival up: hiPSC single-cell survival enhancement. AID 602274. survival enhancement, % at 20 µM. ATPlite luminescence; 100% = ROCK inhibitor wells, 0% = DMSO. 360,000 compounds, 0.044% hits; in the data active means survival enhancement above about 18%;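 further: cells exposed to compounds for 16 hours before the ATP read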
MITF TRPM1 inh: MITF TRPM1 promoter inhibition in SK-MEL-5 cells; SK-MEL-5 TRPM1 promoter luciferase, 24 h; 330,000 compounds, 0.83% hits; inhibition, % at 12.5 µM;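 active means mean inhibition across replicates of 60% or more, whatever share of single replicates reaches that level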; further: values of inactives mirror those of a sister screen read the other way
KKLEB cytotox: reduces viability of KKLEB cystic fibrosis airway cells | 360,000 compounds, 0.36% hits | KKLEB CF airway cells viability, ATPlite luminescence, overnight; stronger effect = lower value; cells stimulated with P. aeruginosa culture filtrate | AID 602141 | activity change (cytotoxicity), % at 5 µM;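 active means corrected activity change at or below -50% at 5 µM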
CF NFkB block: cystic fibrosis NF-kB activation inhibition; KKLEB NF-kB-GFP reporter, PAF-induced, GFP fluorescence overnight; inhibition, % at 5 µM; 360,000 compounds, 0.86% hits; AID 588850;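 active means at least 50% inhibition at 5 µM, scaled per plate between neutral and stimulator controls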;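 further: PAF is a Pseudomonas aeruginosa culture filtrate used as stimulus; plate controls were PAF-stimulated DMSO wells for no effect and unstimulated DMSO wells for full effect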
HIF-2a block: inhibitors of HIF-2a; 786-0 RCC cells HIF-2a reporter, luciferase luminescence, overnight; 360,000 compounds, 0.72% hits; inhibition, % at 18.8 µM; AID 624352;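 active means inhibition of the luminescence signal of 40% or more relative to plate controls, in a single-dose primary screen at 18.75 µM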
Numbers without * were called inactive; . = not tested or not shown. Random draw from the library; any-hit rate near 4.4%.

entry	SMILES	TWEAK Fn14 block	Peg3 promoter	Shn3 3UTR inh	aDG glyco up	NR2E3 ag-1	NR2E3 ag-2	iPSC survival up	MITF TRPM1 inh	KKLEB cytotox	CF NFkB block	HIF-2a block
1	CCC(Sc1nccn1C)C(=O)Nc1cccc2ccccc12 (centres undefined)	3	12	1	-0.2	0	10	6.1	15	-8	9	4
2	COc1ccc(N(CC(=O)N/N=C/c2ccco2)S(=O)(=O)c2ccccc2)cc1	-7	2	9	0.3	4	-13	1.0	9	17	6	8
3	COCCNC(C(=O)Nc1ccc(C)cc1[N+](=O)[O-])c1ccccc1 (centres undefined)	-52	-127	-40	0.0	0	-51	-0.4	-6	-1	22	-116
4	O=C(Nc1ccccc1F)Nc1ccc([N+](=O)[O-])cc1Cl	3	-220	-15	-0.3	-1	-58	3.8	-62	19	6	-274
5	COc1ccc(CNC(=O)Nc2ccc(OC)cc2)cc1	-10	-16	3	0.2	3	-28	0.5	8	-2	-7	-59
6	O=C(CCNC(=O)C1CCN(S(=O)(=O)c2ccccc2)CC1)NCc1ccc(Cl)c(Cl)c1	8	11	3	0.3	4	-13	-0.7	9	19	-46	7
7	COC1CCCN(C(=O)c2ccc(OC3CCN(S(=O)(=O)N(C)C)CC3)cc2)C1 (centres undefined)	-11	3	-2	0.2	-3	1	0.3	3	-2	2	4
8	O=C(NCc1ccccn1)c1cc(-c2ccc(Cl)cc2)oc1C(F)(F)F	-5	9	8	0.0	2	-6	1.0	.	6	-34	-4
9	COCCNC(=O)c1ccccc1-c1ccccc1C(=O)O	-12	-43	5	-0.4	1	4	-1.6	7	4	2	11
10	Cc1ccc2nc(NC(=O)c3ccc(-c4nc5ccccc5s4)s3)sc2c1	49	-60	-15	-0.2	-1	10	-0.2	13	-46	43	-28
11	NS(=O)(=O)c1ccc(NC(=O)c2cccc3ccccc23)cc1	15	18	0	0.0	2	9	-0.6	-2	-2	-8	5
12	CC(=O)c1c(C)[nH]c(C(=O)OCC(=O)Nc2cc(S(=O)(=O)N3CCCCC3)ccc2C)c1C	-1	11	-3	0.1	-1	-8	-1.2	-8	7	-5	22
13	COc1ccc(NC(=O)c2sc(-c3ccccc3)nc2C)c(OC)c1	-13	-27	3	0.1	1	-21	0.6	-11	5	-18	-45
14	CCCOc1ccccc1C1NC(=O)NC(C)=C1C(=O)OCc1ccccc1 (centres undefined)	7	21	-12	0.0	1	21	-0.1	12	7	-6	8
15	CN1CCN(NC(=O)c2cccc3ccccc23)CC1	-14	23	-2	0.1	4	-2	-1.2	-12	-4	-18	2
16	Cc1ccc(CNCc2cccnc2)s1	16	12	-8	0.1	-1	25	0.0	-15	4	5	7
17	Cc1cc(C(=O)O)cc(S(=O)(=O)Nc2ccccc2C(=O)NC2CC2)c1C	-12	9	-17	-0.2	.	7	0.1	-1	1	-11	-5
18	COc1ccc(-c2csc(C3=C(O)CN(C(C)C)C3=N)n2)cc1OC	-5	-68	0	-0.2	-2	18	-1.2	-57	-10	-2	-83
19	CCOc1ccc(NC(=O)c2ccc(-n3cccn3)nc2)cc1	-20	-13	-7	-0.4	4	-25	0.1	-1	1	18	5
20	Cc1ccc(NC(=O)NNC(=O)c2cccs2)cc1	-6	-21	-15	-0.2	-2	-12	1.8	-16	11	5	-21
21	CCN(CC)S(=O)(=O)N1CCC(C(=O)NC2CCCC2)CC1	8	9	-17	-0.1	5	28	-3.1	3	-1	3	3
22	Cc1onc(-c2ccccc2)c1C(=O)N1CCCc2ccccc21	10	30	3	0.0	5	11	4.0	12	1	1	10
23	CC(Oc1ccc2oc3ccccc3c2c1)C(=O)NC12CC3CC(CC(C3)C1)C2 (centres undefined)	10	9	-7	0.2	0	-20	0.7	-11	-5	24	2
24	NC(c1csc(Nc2ncccn2)n1)C1CCCCC1 (centres undefined)	-4	-7	-5	0.2	.	-1	7.9	.	10	0	-19
25	Cc1ccc(C(C(=O)NC(C)(C)C)N(Cc2cccs2)C(=O)c2csnn2)cc1 (centres undefined)	4	11	-1	0.1	1	1	-3.2	4	-6	11	6
26	Cc1ccc(OCC(=O)Nc2ccc(C)c(F)c2)c([N+](=O)[O-])n1	-23	-343	-64	0.1	.	-32	-0.3	-104	-22	0	-284
27	CN1C(=O)C(C)(C)c2cc(S(=O)(=O)NCC3CCC(C(=O)NC4CCCCC4)CC3)ccc21 (centres undefined)	5	8	-7	0.0	1	4	0.4	11	6	-1	-3
28	CCCOc1ccc(N2C(=O)CC(N(CCc3ccc(OC)c(OC)c3)C(=O)c3ccccc3)C2=O)cc1 (centres undefined)	-8	-5	-10	0.0	0	10	-0.6	11	13	-2	17
29	CN1CCN(CCCNC(=O)c2ccc3c(c2)N(Cc2ccccc2)CCS3)CC1	19	-6	2	-0.1	7	-48	-0.8	-9	25	12	7
30	CCc1ccccc1NC(=O)CCCN1C(=O)C2CC=CCC2C1=O (centres undefined)	-9	9	-35	0.5	1	-10	-0.3	13	4	-5	14
31	O=C(Cn1c(C(=O)NCCCN2CCOCC2)cc2sccc21)c1ccccc1	17	-3	6	-0.3	-3	-12	6.5	5	-10	0	-1
32	O=C(NCCCc1ccccc1)c1cccc(NC(=O)C2CCC2)c1	8	-25	12	0.0	.	-33	0.9	-3	-4	-9	-6
33	Cn1c(=O)n(C)c2cc(NS(=O)(=O)c3ccc(Cl)s3)ccc21	10	-2	-9	0.1	4	4	2.3	-2	-2	-41	-25
34	Cn1ccnc1C(OC(=O)c1ccccc1)C(F)(F)F (centres undefined)	6	5	7	-0.1	-2	-23	-0.1	8	9	-4	10
35	Fc1ccc(NC(=S)N2CCc3[nH]c4ccccc4c3C2)cc1	5	7	30	0.0	-2	10	-0.1	9	12	-10	5
36	CCOc1cc(C(=S)N2CCCC2)ccc1OCC(=O)Nc1c(C)cc(C)cc1C	10	26	20	0.5	0	-9	9.9	0	-4	-6	17
37	CCCn1c(=C(C#N)C#N)s/c(=C2\C=Cc3ccccc3N2CC)c1=O	-3	3	-8	-0.4	.	-2	-1.5	3	7	-6	10
38	CCc1ccc(NC(=O)C2CCCN(S(=O)(=O)c3ccc4[nH]c(=O)ccc4c3)C2)cc1 (centres undefined)	6	33	0	-0.5	1	-13	-0.4	56	8	-5	6
39	CCOC(=O)C1(Cc2cccc(Cl)c2)CCCN(C(=O)c2ccnn2C)C1 (centres undefined)	-13	-103	-36	0.0	-2	-79	-0.2	-36	-4	-20	-122
40	CC(=NCCc1ccccc1)C1=C(O)COC1=O	12	10	-6	-0.2	1	-7	-2.4	-1	10	-9	4
41	O=C(CSc1ccccn1)N1CCN(c2cccc(Cl)c2)CC1	-1	-12	-2	0.3	-2	-5	0.1	13	0	-6	-26
42	O=C(NCCCN1CCOCC1)c1ccc2ccccc2c1	-6	-36	-23	0.2	5	-42	0.3	-13	6	-23	-41
43	NNc1cccc(C=Cc2ccccc2)cc1=O	-20	-287	-14	0.2	.	-206	-1.7	7	3	4	-196
44	CCOc1ccc(NC(=O)CN(C)CC(=O)Nc2ccc(Br)cc2F)cc1OCC	-24	10	-2	-0.4	-2	19	-0.5	8	14	-2	7
45	C=CCNC(=O)N1C2=NC(C(=O)OC)=C(C(=O)OC)[C@@H]3N(Cc4ccccc4)c4ccccc4[C@]23C[C@H]1C(=O)OC	-3	-45	-10	-0.5	-3	2	-0.7	-1	-7	-23	1
46	CC1CN(C(=O)c2ccc(-c3cccc(C(F)(F)F)c3)o2)CC(C)O1 (centres undefined)	-23	-1	16	-0.2	2	9	0.1	-18	12	-14	-18
47	COc1ccc2nc(-c3ccccc3)cc(C(=O)N3CCC3)c2c1	6	11	12	0.0	2	-23	-0.4	-11	-9	20	-8
48	CCN(CC)P(=O)(Nc1cccc(C(F)(F)F)c1)c1ccc(N(C)C)cc1NC(=O)c1ccco1 (centres undefined)	-26	30	13	0.1	1	5	-0.2	7	-6	-31	17
49	Clc1ccc2nc(CN3CCCCCC3)cn2c1	-19	-1	4	0.3	0	-4	-0.9	3	-9	-7	7
50	O=C(CCc1ccc(S(=O)(=O)NCc2ccccc2)cc1)NCC1CCCO1 (centres undefined)	4	-3	2	-0.1	-4	13	-1.7	-7	5	16	18
51	O=C(NCCc1ccccc1)c1c[nH]c2ccc(F)cc2c1=O	-1	-45	-3	0.0	.	-18	1.6	-25	8	-5	-96
52	CC(C)(C)c1cc(CCC(=O)NNC(=O)c2ccco2)cc(C(C)(C)C)c1O	4	14	-1	-0.3	-4	-20	2.6	3	-3	-5	28

Full records from above:
`O=C(NCCCc1ccccc1)c1cccc(NC(=O)C2CCC2)c1` is entered as TWEAK Fn14 block = 8; Peg3 promoter = -25; Shn3 3UTR inh = 12; aDG glyco up = 0.0; NR2E3 ag-1 = .; NR2E3 ag-2 = -33; iPSC survival up = 0.9; MITF TRPM1 inh = -3; KKLEB cytotox = -4; CF NFkB block = -9; HIF-2a block = -6
`CCc1ccccc1NC(=O)CCCN1C(=O)C2CC=CCC2C1=O` (centres undefined) is entered as TWEAK Fn14 block = -9; Peg3 promoter = 9; Shn3 3UTR inh = -35; aDG glyco up = 0.5; NR2E3 ag-1 = 1; NR2E3 ag-2 = -10; iPSC survival up = -0.3; MITF TRPM1 inh = 13; KKLEB cytotox = 4; CF NFkB block = -5; HIF-2a block = 14
